Screens as filed in PubChem.
ER stress surv – ER stress cell death inhibition | CSM14.1 thapsigargin ER stress survival, ATP luminescence | relative survival (cellular ATP), % at 15 µg/mL (by protocol) | 48,000 compounds, 0.33% hits;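 active = survival measured by cellular ATP above 50% at 15 µg/ml in the first screen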;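 note: cell death triggered by about 15 µM thapsigargin; ATP read 24 h after thapsigargin was added; plate controls were thapsigargin with DMSO for no effect and DMSO without thapsigargin for full effect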
An asterisk follows results filed as active.

| Compound | ER stress surv |
| --- | --- |
| COc1cc(C2Nc3ccccc3NC3=C2C(=O)CCC3)ccc1O (configuration not stated) | 5.3 |
| COc1ccc(Oc2coc3cc(OCC(=O)O)ccc3c2=O)cc1 | -0.8 |
| COc1cc(C=C2C(=O)NC(=S)NC2=O)ccc1OC(C)C | 3.4 |
| COC(=O)c1c(NC(=O)CN2C(=O)c3ccccc3C2=O)sc2c1C(C(=O)OC)CC2 (configuration not stated) | 9.3 |
| COC(=O)c1cccc(NC(=O)COc2ccc(Br)cc2)c1 | 2.6 |
| COc1ccc(CN=CC2=C(O)CC(c3ccccc3)CC2=O)cc1 (configuration not stated) | 9.7 |
| Cc1ccc(C(=O)N/C(=C/c2ccc(Br)cc2)c2nc3ccccc3[nH]2)cc1 | 5.0 |
| COc1ccc(-c2nnc(NC(=O)c3ccc(Cl)cc3)s2)cc1OC | 4.5 |
| O=C(Nc1ccc([N+](=O)[O-])cc1)C(Sc1ccccc1)c1ccccc1 (configuration not stated) | -3.2 |
| Cc1ccnc(NC(=S)NC(=O)/C=C/c2ccccc2)c1 | 3.5 |
| COc1ccc(C(=O)N2CCN(C(=O)c3ccc([N+](=O)[O-])cc3)CC2)cc1OC | -1.5 |
| COc1ccccc1-c1nnc(-c2sc3cc(Cl)ccc3c2Cl)o1 | 0.7 |
| C=CCc1cc(/C=C2\C(=O)NC(=O)N(c3ccc(Cl)cc3)C2=O)cc(OC)c1O | -1.3 |
| O=C(NCC1CCCO1)c1ccc(C2SCC(=O)N2Cc2ccccc2)cc1 (configuration not stated) | -0.3 |
| COc1ccc(CC(=O)N/N=C/c2ccc(-c3cc(Cl)ccc3C)o2)cc1 | 7.8 |
| CC(C)c1ccc(OCC(=O)Nc2ccc(F)cc2)cc1 | 3.0 |
| O=C(O)CCC(=O)Nc1ccc(NC(=O)c2ccc(Cl)cc2Cl)c(Cl)c1 | -1.0 |
| COc1cc(C(=O)n2nc(C)c(Sc3ccccc3[N+](=O)[O-])c2C)cc(OC)c1OC | 1.4 |
| Cc1ccc(N=Cc2ccc(O)c(O)c2)c(C)c1 | -3.8 |
| Cc1cc(C)n(-c2nc3nonc3nc2Nc2cccc(C)c2C)n1 | 0.0 |
| CCOCP(=O)(COCC)COCC | 7.4 |
| COc1cccc(N2C(=O)/C(=C/C(C)=C/c3ccccc3)SC2=S)c1 | 1.7 |
| O=S(=O)(NNc1ccccc1)c1ccc(Cl)cc1 | -26.9 |
| Oc1c(/C=N/c2ncn[nH]2)ccc2ccccc12 | 8.8 |
| O=[N+]([O-])c1ccc(C=Nc2cccc(Cl)c2)cc1 | 9.9 |
| Cc1nnc(NC(=O)c2cccc(C(=O)O)c2)s1 | 4.7 |
| Cc1sc(NC(=O)c2ccccc2C(=O)O)c(C#N)c1C | 5.2 |
| Cc1nc2c(-c3ccccc3)c(C)nn2c(C(C)(C)C)c1C | 6.8 |
| O=C(/C=C/c1cccs1)N1CCN(C/C=C/c2ccccc2)CC1 | 24.3 |
| COc1cc(NC(=O)c2cccc(Cl)c2)ccc1NC(=O)c1cc2ccccc2o1 | 9.0 |
| CCOc1c(Cl)cc(C=C2C(=O)NC(=O)NC2=O)cc1Cl | -4.7 |
| Cc1cc([N+](=O)[O-])ccc1NC1CCC(c2ccccc2)CC1 (configuration not stated) | 11.5 |
| C/C(=C1/C(=O)N(c2ccc([N+](=O)[O-])cc2)N=C1c1ccccc1)N(C)C | 1.3 |
| O=C(O)C(C(=O)O)C1c2ccccc2Oc2ccccc21 | -3.3 |
| COC(=O)C(C)NC(=O)C(c1ccccc1)c1ccccc1 (configuration not stated) | -1.2 |
| Cc1[nH]c2ccccc2c1/C=C/c1nc2ccccc2c(=O)n1-c1ccc([N+](=O)[O-])cc1 | -2.1 |
| CCOc1cc(/C=N/NC(=O)c2ccccn2)ccc1OC(=O)c1cccs1 | -2.4 |
| CCOC(=O)c1c(CC(C)C)csc1NC(=O)C1CC1 | 8.1 |
| CC1=C(C(=O)Nc2ccccc2)C(c2ccc(F)cc2)N2C(=O)CSC2=N1 (configuration not stated) | -0.1 |
| CSc1cccc(NC(=O)Nc2ccc(Cl)cc2)c1 | -1.6 |
| CCOC(=O)c1sc(NC(=O)c2ccc(Cl)c(Cl)c2)nc1C | 11.0 |
| O=C(CCCN1C(=O)c2cccc3cccc(c23)C1=O)NCC1CCCO1 (configuration not stated) | 1.4 |
| O=C(CN1CCOCC1)NCC1COc2ccccc2O1 (configuration not stated) | 10.0 |
| CCOc1ccccc1-c1cc(C(=O)O)c2ccccc2n1 | 1.0 |
| CCC(=O)NC(Nc1ccc(C)cn1)(C(F)(F)F)C(F)(F)F | 11.6 |
| O=C(O)c1ccc(NC(=O)c2ccccc2NC(=O)c2cccs2)cc1 | 3.0 |
| N#C/C(=C/c1ccc(Sc2ccccc2)o1)c1nc2ccccc2[nH]1 | 5.7 |
| Cc1no[n+]([O-])c1COc1ccccc1C=C1C(=O)NC(=O)NC1=O | -4.2 |
| COc1cccc2cc(C(=O)Nc3ccc(C(C)=O)cc3)c(=O)oc12 | 1.0 |
| COc1ccc(C(=O)Nc2ccc(S(=O)(=O)Nc3ncccn3)cc2)cc1OC | 9.4 |
| O=C1NCCCc2nc(Nc3ccccc3)sc21 | 0.6 |
| O=S(=O)(NCC(c1ccccc1)N1CCOCC1)c1ccccc1 (configuration not stated) | -1.1 |
| COc1ccc(OC)c(Cn2c(O)c(/C=C3\C=CC=N3)c(=O)[nH]c2=O)c1 | 3.2 |
| C=CCN1C(=O)/C(=C\c2c(OC)ccc3ccccc23)C(=O)NC1=S | 8.1 |
| Cc1cc(-c2ccc(Cl)cc2)nc2cc(C(=O)O)nn12 | -8.2 |
| CC(NC(=O)c1ccccc1)c1ccc(Br)cc1 (configuration not stated) | 4.3 |
| Cc1cc(OCC(=O)Nc2ccc(-c3nc4ccccc4s3)c(O)c2)ccc1Cl | 3.0 |
| CCOc1ccccc1C(=O)Nc1nc2ccc(C)cc2s1 | 2.5 |
| C/C(=N\NC(N)=O)C1CC1(C)C(C)(C)C (configuration not stated) | 0.5 |
| O=C(CN(c1ccc(F)cc1)S(=O)(=O)c1ccccc1)Nc1cc(Cl)cc(Cl)c1 | 4.0 |

(cont.)
| SMILES | ER stress surv |
| --- | --- |
| O=C(c1cnn2c1NC(c1ccc(Br)cc1)CC2C(F)(F)F)N1CCOCC1 (configuration not stated) | -3.2 |
| Cc1cc(OCC(=O)N2CCN(c3ccc([N+](=O)[O-])cc3)CC2)ccc1Br | -3.0 |
| O=C(NNc1ccccc1)c1ccccc1Cl | 30.2 |
| COc1ccc(C(C)NC(=O)Cc2cccc3ccccc23)cc1 (configuration not stated) | 9.4 |
| O=C(/C=C/c1ccc([N+](=O)[O-])cc1)Nc1ccc(Cl)c(Cl)c1 | 1.4 |
| O=C1C2C3C=CC(C3)C2C(=O)N1/N=C/c1ccccc1I (configuration not stated) | 9.9 |
| COc1cc(OC)c(OC)cc1/C=N/NC(=O)CCc1c(C)n[nH]c1C | 6.8 |
| COc1ccc(-n2c(O)c(C=Nc3cc(OC)c(OC)c(OC)c3)c(=O)[nH]c2=O)cc1 | -2.8 |
| O=C(COc1ccccc1[N+](=O)[O-])Nc1cc(-c2nc3ccccc3s2)ccc1Cl | 1.5 |
| Cc1cccc(N2C(=O)/C(=C/c3cccc(F)c3)SC2=S)c1C | 6.2 |
| CCc1cccc(CC)c1NC(=O)c1ccccc1OC | -2.2 |
| Cc1c([N+](=O)[O-])c2ccc(O)cc2n1-c1ccc(Cl)cc1 | 1.1 |
| Cc1cc(Nc2ccc(Cl)cc2)nc(-n2nc(C)cc2C)n1 | -4.0 |
| NS(=O)(=O)c1ccc(NC(=O)/C(=C\c2ccc([N+](=O)[O-])cc2)NC(=O)c2ccccc2)cc1 | 2.0 |
| O=C(/C=C/c1ccco1)Nc1ccc(O)c(-c2nc3ccccc3o2)c1 | 3.4 |
| COC(=O)c1ccc(/C=N/Nc2nc(-c3ccc(C)cc3)cs2)cc1 | -9.7 |
| CCN(CC)C(=O)C1CC(=O)OC12CCCCC2 (configuration not stated) | 6.5 |
| O=C(NCC1CCCO1)c1cc2n(n1)C(C(F)(F)F)CC(c1cccs1)N2 (configuration not stated) | 8.6 |
| CC(=O)Oc1ccc2ccccc2c1C(NC(=O)Cc1ccccc1)c1ccccc1Cl (configuration not stated) | 13.5 |
| Cc1cccc(CN2CCN(C3CCCC3)CC2)c1 | -7.4 |

Arranged by count of non-hydrogen atoms (low to high): part of the list above.
| SMILES | ER stress surv |
| --- | --- |
| Cc1cccc(CN2CCN(C3CCCC3)CC2)c1 | -7.4 |
| Cc1cc(Nc2ccc(Cl)cc2)nc(-n2nc(C)cc2C)n1 | -4.0 |
| NS(=O)(=O)c1ccc(NC(=O)/C(=C\c2ccc([N+](=O)[O-])cc2)NC(=O)c2ccccc2)cc1 | 2.0 |

Later entries.
| SMILES | ER stress surv |
| --- | --- |
| COC(=O)c1ccc(CN(c2cccc3cccnc23)S(=O)(=O)c2ccc(C)cc2)cc1 | 10.1 |
| CCN(CC)C(=O)CN(c1ccc(Cl)cc1)S(C)(=O)=O | 1.8 |
| OCc1ccc(-c2ccc(Cl)cc2Cl)o1 | -9.0 |
| O=C1N/C(=N\N=C\c2ccc(O)cc2)SC1Cc1ccc(Br)cc1 (configuration not stated) | -1.1 |
| CCOc1ccc(N(CC(=O)Nc2c(C)cccc2C)S(=O)(=O)c2ccccc2)cc1 | 1.4 |
| Cc1nc(-c2ccccc2)nc2[nH]ccc(=O)c12 | 0.0 |
| CCOc1ccc2nc(SCC(=O)c3cccc([N+](=O)[O-])c3)sc2c1 | 9.9 |
| Cc1ccc2c(Cl)c(C(=O)N3CCN(c4ccc(F)cc4)CC3)sc2c1 | -0.6 |
| COc1ccc(C)cc1NC(=O)C1CC1c1ccccc1 (configuration not stated) | -0.4 |
| O=S(=O)(NCc1ccccc1)c1cccc2cccnc12 | 4.3 |
| O=C(O)c1ccc(C(=O)NCc2ccccc2)c(C(=O)O)c1 | 3.9 |
| O=[N+]([O-])c1c(Nc2ccccc2O)ncnc1Nc1ccccc1O | -5.2 |
| CN(C)/C=C/C=C1\CC(=O)N(c2ccccc2)C1=O | 8.7 |
| CC(=O)NC1=NC(=O)/C(=C\c2sccc2C)S1 | 3.6 |
| Cc1ccc(-c2nc(N/N=C/c3ccc(N(C)C)cc3)c3ccccc3n2)cc1 | -10.1 |
| COCCNC(=O)COc1ccc(Cl)cc1C | 0.8 |
| CC(=O)c1c(N2CCOCC2)nc(=S)n(-c2ccc([N+](=O)[O-])cc2)c1C | -1.7 |
| CC(=O)NS(=O)(=O)c1ccc(NC(=O)c2ccc([N+](=O)[O-])cc2[N+](=O)[O-])cc1 | 12.1 |
| CC1CCC(N2CCN(C3CCN(Cc4ccccc4)CC3)CC2)CC1 (configuration not stated) | -7.8 |
| CCOC(=O)c1cc(-c2ccc(O)cc2)nc2ccccc12 | 12.7 |
| Cc1cc(C)c2oc(-c3ccc(C)c(NC(=O)c4cccc(Cl)c4Cl)c3)nc2c1 | 2.2 |
| O=C(COc1ccc([N+](=O)[O-])cc1)Nc1cccc2ccccc12 | 1.7 |
| CCOC(=O)c1c(NC(=O)CC2Nc3cc(C)c(C)cc3NC2=O)sc2c1CCCC2 (configuration not stated) | 11.1 |
| CC(=O)/C(C)=C(\NC(=O)c1ccccc1)c1ccccc1 | -8.6 |
| COc1ccccc1C1C(C#N)=C(N)Oc2c1sc1ccccc21 (configuration not stated) | -0.1 |
| C#CCSc1nc2ccc([N+](=O)[O-])cc2s1 | 6.6 |
| O=[N+]([O-])c1ccc(C(=S)N2CCCCC2)cc1 | 0.9 |
| O=C1CC(Nc2ccc(N3CCOCC3)cc2)C(=O)N1c1ccccc1F (configuration not stated) | 18.7 |
| Cc1ccc(N2C(=O)/C(=C/c3cccc4ccccc34)SC2=S)cc1 | 4.0 |
| COC(=O)c1ccc(OCC(O)CN(C)C)cc1 (configuration not stated) | -3.6 |

Quoted at random: six records from the list.
| SMILES | ER stress surv |
| --- | --- |
| O=C(/C=C/c1ccco1)Nc1ccc(O)c(-c2nc3ccccc3o2)c1 | 3.4 |
| Cc1ccc(N2C(=O)/C(=C/c3cccc4ccccc34)SC2=S)cc1 | 4.0 |
| CCC(=O)NC(Nc1ccc(C)cn1)(C(F)(F)F)C(F)(F)F | 11.6 |
| COC(=O)c1ccc(OCC(O)CN(C)C)cc1 (configuration not stated) | -3.6 |
| COc1ccc(C(=O)N2CCN(C(=O)c3ccc([N+](=O)[O-])cc3)CC2)cc1OC | -1.5 |
| COC(=O)c1ccc(/C=N/Nc2nc(-c3ccc(C)cc3)cs2)cc1 | -9.7 |

(more compounds)
| SMILES | ER stress surv |
| --- | --- |
| COc1cccc(/C=C2\CC/C(=C\c3cccc(OC)c3OC)C2=O)c1OC | 7.3 |
| Cc1ccc(NC(=O)c2cc(C(=O)Nc3ccc(C)c(C)c3)n(C)n2)cc1C | -17.0 |
| O=C1NC(=S)N(c2ccc(F)cc2)C(=O)/C1=C/c1cc(Cl)c(O)c(Cl)c1 | 6.2 |
| C=CCNC(=O)CN(c1ccc(OC)c(Cl)c1)S(=O)(=O)c1ccccc1 | -4.0 |
| N#Cc1c(N)nc2c(c1-c1cccc(O)c1)CCCCC2 | 4.1 |
| CCOC(=O)c1nc2nc(-c3cccs3)cc(C(F)(F)F)n2n1 | 3.2 |
| O=C1CC(c2ccccc2Br)c2c(ccc3ccccc23)N1 (configuration not stated) | 7.2 |
| COc1nc(N/N=C/c2ccccc2F)nc(N2CCCCC2)n1 | 5.1 |
| CN(c1ccc(C(=O)Nc2ccccc2Br)cc1)S(=O)(=O)c1ccccc1 | 2.6 |
| CC(=O)Nc1cc(Oc2cccc(C)c2)cc([N+](=O)[O-])c1 | 6.0 |
| O=C(/C=C/c1ccccc1)c1ccc([N+](=O)[O-])cc1 | 6.5 |
| N#C/C(=C/c1ccc([N+](=O)[O-])o1)C(=O)Nc1cccc(Br)c1 | 6.8 |
| O=C(O)COc1ccccc1/C=N/NC(=O)Cc1ccc(Br)c2ccccc12 | -4.1 |
| CCOc1cc(/C=C2/SC(=S)NC2=O)ccc1OC | 16.3 |
| CC(=O)Nc1ccc(C(=O)Nc2ccc(Cl)cn2)cc1 | -0.2 |
| CC(=O)Nc1ccc(NC(=O)CN2CCCCC2)cc1 | -2.3 |
| CCc1ccc(NC(=O)CSc2nc3ccc(N)cc3s2)cc1 | 6.5 |
| CC(C)c1ccc(-c2nnc(N)s2)cc1 | -5.0 |

Only part of the results is shown, so the mix of outcomes need not match the whole.
